Compound activity: PubChem BioAssay, several laboratories
NR2F2 inh: blocks human COUP-TFII nuclear receptor. P24468. HEK293T NGFI-A luciferase reporter, luminescence. inhibition, % at 8.6 µM. 370,000 compounds, 0.7% hits. AID 686940;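 active = inhibition above a per-plate cutoff, mean inhibition of test wells between control levels plus 3 SD, cut at about 38% in these data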;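 note: cells cotransfected with COUP-TFII expression vector driving the NGFI-A reporter; 0% = median of COUP-TF2 test wells and 100% = reporter-only cells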
Exocytosis inh: lytic granule exocytosis inhibition; TALL-104 LAMP-1 surface exposure, flow cytometry; cells stimulated with thapsigargin and PMA; inhibition, % at 10 µM; 360,000 compounds, 0.66% hits;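 active = inhibition above about 55%, limit read from the data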
TLR9-MyD88 block: inhibitors of human TLR9-MyD88 binding; CHO BLA complementation TLR9-MyD88, CCF4 FRET ratio; inhibition, % at 4.98 µM; 340,000 compounds, 0.21% hits; AID 504734;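 active = inhibition above the mean over all tested compounds plus 3 SD, cut at about 21% in these data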;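 note: 0% = DMSO only wells and 100% = clavulanate BLA inhibitor control wells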
Target sequence (Q99836 whole entry, looked up): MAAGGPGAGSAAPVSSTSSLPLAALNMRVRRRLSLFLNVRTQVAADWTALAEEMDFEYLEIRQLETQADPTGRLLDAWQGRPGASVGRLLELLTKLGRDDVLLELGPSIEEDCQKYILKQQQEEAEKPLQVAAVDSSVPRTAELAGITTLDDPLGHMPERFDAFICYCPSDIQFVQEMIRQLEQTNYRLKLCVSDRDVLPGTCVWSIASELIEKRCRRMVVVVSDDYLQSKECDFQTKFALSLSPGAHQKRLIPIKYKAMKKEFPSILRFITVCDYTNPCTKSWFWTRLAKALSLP
Target sequence (Q9NR96 whole entry, looked up): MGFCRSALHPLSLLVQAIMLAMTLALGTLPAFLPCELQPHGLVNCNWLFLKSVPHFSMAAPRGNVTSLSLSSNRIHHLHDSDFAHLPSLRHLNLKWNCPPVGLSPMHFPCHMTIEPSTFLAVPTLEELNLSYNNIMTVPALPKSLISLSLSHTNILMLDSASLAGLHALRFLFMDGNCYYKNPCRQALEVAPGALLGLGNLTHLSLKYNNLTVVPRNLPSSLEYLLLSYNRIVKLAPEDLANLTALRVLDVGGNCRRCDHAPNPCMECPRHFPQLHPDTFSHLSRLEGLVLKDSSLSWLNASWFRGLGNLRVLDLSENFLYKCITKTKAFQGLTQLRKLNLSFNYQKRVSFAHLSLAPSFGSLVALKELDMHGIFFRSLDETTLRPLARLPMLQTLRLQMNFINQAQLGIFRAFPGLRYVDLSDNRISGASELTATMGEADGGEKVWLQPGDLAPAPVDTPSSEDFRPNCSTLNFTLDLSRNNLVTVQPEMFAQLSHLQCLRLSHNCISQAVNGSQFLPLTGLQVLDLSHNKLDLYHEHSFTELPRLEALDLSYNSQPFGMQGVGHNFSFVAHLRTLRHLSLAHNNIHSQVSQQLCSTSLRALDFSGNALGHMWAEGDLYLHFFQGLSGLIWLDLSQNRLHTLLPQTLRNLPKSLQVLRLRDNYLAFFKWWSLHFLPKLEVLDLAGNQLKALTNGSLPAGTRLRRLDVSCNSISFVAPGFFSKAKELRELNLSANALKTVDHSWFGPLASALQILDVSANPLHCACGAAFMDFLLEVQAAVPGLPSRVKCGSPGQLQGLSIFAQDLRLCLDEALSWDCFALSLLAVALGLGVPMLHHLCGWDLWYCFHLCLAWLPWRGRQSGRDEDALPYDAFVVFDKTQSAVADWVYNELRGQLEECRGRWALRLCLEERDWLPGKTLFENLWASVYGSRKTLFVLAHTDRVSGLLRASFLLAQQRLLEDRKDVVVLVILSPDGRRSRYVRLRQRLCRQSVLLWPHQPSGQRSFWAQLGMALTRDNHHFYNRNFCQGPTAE
SRC1 inh: human NCOA1 inhibition; HEK293 GAL4-SRC1 luciferase reporter, luminescence; inhibition, % at 3.6 µM; 360,000 compounds, 0.12% hits;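 active = inhibition above the campaign mean plus 3 SD, with each screening campaign given its own cutoff, cut at about 60% in these data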;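 note: 0% = DMSO treated cells and 100% = gossypol at 36 µM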
ABHD5-PLIN5 inh: blocks binding of human ABHD5 to perilipin-5 | 360,000 compounds, 0.78% hits | Split G. princeps luciferase complementation, luminescence, 4 h | Q00G26+Q8WTS1 | inhibition, % at 4 µM | AID 602281;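 active = inhibition above the mean inhibition across every tested compound plus 3 SD, cut at about 22% in these data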;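 note: 0% = DMSO only wells and the 100% control is not disclosed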
SRC3 inh: human NCOA3 inhibition | Q9Y6Q9 | HEK293 GAL4-SRC3 luciferase reporter, luminescence | inhibition, % at 3.6 µM | 360,000 compounds, 0.17% hits;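 active = inhibition above a per-campaign cutoff, the mean of all compounds plus 3 SD, cut at about 60% in these data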;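 note: 0% = DMSO-treated cells and 100% = gossypol-treated cells at 36 µM; higher means less SRC3-driven luciferase light from the GAL4 reporter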
NR5A2 inv ag: inverse agonists of human LRH-1 (NR5A2); O00482; AID 602396; 360,000 compounds, 0.13% hits; HEK293T StAR-luciferase reporter, LRH-1 transfected, 24 h; inhibition, % at 3.6 µM;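 active = inhibition above the mean inhibition of all tested compounds plus 3 SD, cut at about 73% in these data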;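 note: 0% = DMSO wells and 100% = reporter-only cells lacking LRH-1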
TWEAK Fn14 block: TWEAK-Fn14 signaling inhibition | 360,000 compounds, 2% hits | TWEAK-stimulated Fn14 reporter cells, luciferase luminescence, 8 h | inhibition, % at 10 µM; in the data active = inhibition above about 50%
NCOA2 inhibitor: inhibits human steroid receptor coactivator 2. inhibition, % at 9 µM. Q15596. 370,000 compounds, 0.17% hits. AID 651957. HEK293 GAL4-SRC2 luciferase reporter, luminescence;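 active = inhibition above the mean inhibition of all tested compounds plus 3 SD, set per campaign, cut at about 52% in these data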;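 note: 0% = DMSO treated cells and 100% = cells given Gossypol at 36 µM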
NOD2 RIPK2 PPI: inhibitors of human NOD2-RIPK2 interaction; inhibition, % at 4.98 µM; CHO BLA complementation NOD2-RIPK2, CCF4 ratio; 360,000 compounds, 0.38% hits; O43353; in the data active = inhibition above about 21%;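 note: 0% = vehicle only and 100% = reference blocker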
TROY signal inh: blocks TROY-dependent signaling in reporter cells; Q293 LMP1-TROYcd NF-kB luciferase reporter, 4 h; inhibition, % at 10 µM; 360,000 compounds, 0.98% hits; AID 1347056;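 active = compounds whose plate-normalised and pattern-corrected inhibition of the luciferase reporter signal at the single screening dose is 50% or more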
An asterisk follows results filed as active; · = not tested or not shown. Not all compounds are listed; count on the stated rates, not on these rows.

SMILES	NR2F2 inh	Exocytosis inh	TLR9-MyD88 block	SRC1 inh	ABHD5-PLIN5 inh	SRC3 inh	NR5A2 inv ag	TWEAK Fn14 block	NCOA2 inhibitor	NOD2 RIPK2 PPI	TROY signal inh
COc1ccc(CCNC(=O)C2CCC(=O)N2S(=O)(=O)c2ccc(C)cc2)cc1 (stereo not given)	23	0	-8	-7	2	-17	3	15	6	-1	-28
CCOC(=O)c1c(NC(=O)COC(=O)c2cnccn2)sc(C)c1C	11	1	-9	-12	-1	10	25	7	-18	-2	-1
COc1ccc(N2CCN(C(=O)CSc3nnc(-c4cccnc4)n3-c3ccc(F)cc3)CC2)cc1	-4	-2	-8	-4	-10	14	30	2	6	4	14
CCc1ccccc1NC(=O)CC(=O)Nc1ccccc1CC	9	-14	0	4	4	-2	-6	-4	-16	9	-14
O=c1c(-c2ccc(Cl)cc2)coc2c(CN3CCCCC3)c(O)ccc12	9	-6	3	7	-3	-3	6	4	14	0	-25
COc1cccc(N2CC(=O)N(c3cccc(OC)c3)CC2=O)c1	-3	5	-10	-3	-4	15	-10	-2	-38	6	11
O=C1CCCN1c1nccs1	-2	0	1	-14	-8	9	10	1	-8	-10	8
CCOc1ccc2nc(NC(=O)c3ccoc3C)sc2c1	-35	2	1	-79	-4	-58	-126	63*	-27	1	32
CC1(C)NC(=O)N(CC(O)COc2ccc(-c3ccccc3)cc2)C1=O (stereo not given)	-3	2	-7	-23	6	-6	-5	1	-17	-3	-1
O=C(O)CN1C(=O)CC(Cc2ccccc2)C1=O (stereo not given)	3	-3	-5	-3	1	2	20	-3	27	-10	8
O=C1c2ccccc2C(=O)N1Cc1ccc2c(c1)OCO2	8	-2	-4	9	2	-16	-7	25	12	-1	1
O=C(O)Cn1nnc2ccccc21	-7	-4	-12	-34	2	-11	-1	-1	-25	-2	0
COc1cccc(-c2ccc3ncnc(NCc4cccc(C)c4)c3c2)c1	-5	5	2	7	-10	12	1	63*	30	2	50*
COc1cc2c(c(OC)c1OC)-c1c(cc(OC)c(OC)c1OC)C[C@](C)(O)[C@@H](C)C2	4	11	6	1	0	-3	-1	4	-8	14	5
O=C(CN1CCCC1)OCCCC1CCCCC1	-20	-1	7	-5	-10	5	-29	8	-4	2	-3
COCCOC(=O)C1=C(C)NC(=O)NC1c1ccc(-c2ccc(F)cc2)o1 (stereo not given)	1	1	-5	-15	11	2	-21	-8	-5	-11	-18
Cc1onc(-c2ccccc2)c1C(=O)N/N=C/c1c(F)cccc1Cl	-3	-1	1	-6	5	29	6	9	-14	-10	1
CCc1ccccc1N(CC(=O)NC(C)(C)C)C(=O)CCC(=O)Nc1ccccn1	-4	-2	-7	-8	-2	11	-3	21	-14	1	2
C/C(Cc1ccccc1)=N\NC(=O)CNC(=O)COc1ccccc1	-15	-2	-7	-2	3	6	12	-1	-25	1	8
COc1cc(/C=C/C(=O)OCC(=O)Nc2c(C)n(C)n(-c3ccccc3)c2=O)ccc1OCC#N	22	-8	-6	1	5	14	0	7	11	5	-1
COc1cc(NC(=O)COC(=O)CNS(=O)(=O)c2ccc(F)c(F)c2F)cc(OC)c1	9	-3	10	1	3	-6	-2	0	13	-3	3
COc1ccccc1C(=O)OCC(=O)NCCNC(=O)COC(=O)c1ccccc1OC	-25	-2	1	-19	-5	14	4	21	-33	-4	-3
COc1ccc([C@H]2CC(=O)C[C@@H](CCn3cc(-c4nccn4C)nn3)O2)cc1	-5	0	·	·	5	·	4	-1	-2	-3	2
COc1ccc(S(=O)(=O)n2ccc(C)n2)cc1C	6	-2	-9	-4	-3	-5	-4	8	-6	-1	-2
CC(C)Cn1c(-c2ccc(Br)cc2)c[nH]c1=S	18	-1	3	5	-22	10	26	10	25	6	16
CCc1nc2ccc(C(=O)Nc3ccc(C(N)=O)cc3)cn2c1N(C)CCC(C)C	-1	0	·	3	-2	3	-3	25	-30	1	3
O=C(CCc1ccccc1)N=C1SC2CS(=O)(=O)CC2N1Cc1ccccc1 (stereo not given)	7	0	-4	-22	10	-3	11	-1	2	-5	-9
O=C(Nc1ccc(NC(=O)c2ccco2)nc1)c1cccnc1	-45	-1	-18	-83	5	-105	-85	41	-73	0	-5
C/C(=N/NC(=O)c1ccco1)c1cccnc1	-31	17	0	-37	4	-61	-76	11	-41	-3	-34
CCOC(=O)N1CCN(C(=O)c2cc3c(-c4ccc(Cl)cc4)nn(C)c3s2)CC1	6	4	-4	7	4	13	30	42	-4	6	43

Two successive records already listed, quoted:
SMILES	NR2F2 inh	Exocytosis inh	TLR9-MyD88 block	SRC1 inh	ABHD5-PLIN5 inh	SRC3 inh	NR5A2 inv ag	TWEAK Fn14 block	NCOA2 inhibitor	NOD2 RIPK2 PPI	TROY signal inh
O=C(CCc1ccccc1)N=C1SC2CS(=O)(=O)CC2N1Cc1ccccc1 (stereo not given)	7	0	-4	-22	10	-3	11	-1	2	-5	-9
O=C(Nc1ccc(NC(=O)c2ccco2)nc1)c1cccnc1	-45	-1	-18	-83	5	-105	-85	41	-73	0	-5

(listing goes on)
SMILES	NR2F2 inh	Exocytosis inh	TLR9-MyD88 block	SRC1 inh	ABHD5-PLIN5 inh	SRC3 inh	NR5A2 inv ag	TWEAK Fn14 block	NCOA2 inhibitor	NOD2 RIPK2 PPI	TROY signal inh
COc1oc(C(=O)NC2CCCCC2)c(-c2ccc(Cl)cc2)c1S(=O)(=O)c1ccccc1	6	11	-6	-8	-4	-8	2	9	10	-5	-6
COc1ccc([C@@H]2CC=C(C(=O)O)[C@H](c3ccc(Cl)cc3)N2S(=O)(=O)c2ccccc2C)cc1	0	-1	-5	-8	1	-9	2	20	-12	-1	4
COc1ccc(S(=O)(=O)Nc2ccccc2C)cc1	-2	0	0	-11	4	-9	30	5	9	-5	2
Cc1cccc(NC(=O)COc2coc(CN3CCN(c4ccccc4)CC3)cc2=O)c1	0	-7	-5	-1	-6	-6	-2	-64	16	-2	19
C[C@@H]1CN(S(=O)C(C)(C)C)[C@@H](CCO)/C1=C\CCO (stereo not given in full)	-9	0	-1	-2	8	-32	-3	2	-32	-12	-17
CC(=O)C1C(c2cccc(Oc3ccccc3)c2)NC(=O)NC1(O)C(F)(F)F (stereo not given)	5	3	-2	6	-9	26	-6	2	-8	-2	12
N#CCC(=O)Nc1ncn(Cc2ccccc2Cl)n1	4	-2	7	0	3	-4	13	2	10	-3	-6
CN(C)C(=O)CNc1ccn2nc(-c3cccc(Cl)c3)cc2n1	-8	1	·	-33	-6	-60	-65	21	-8	-2	-15
C=C[C@@H]1c2cc(C)ccc2N(S(=O)(=O)c2ccc(C)cc2)[C@H](c2ccccc2)C1(C#N)C#N	1	11	-1	-4	3	-6	18	32	-8	8	-4
O=C(N/N=C/c1ccccc1Cl)c1n[nH]c2c1CCCC2	-38	-20	-14	-78	2	-56	-124	97*	-33	0	74*
CC(=O)OC1CCC2(C)C(CCC3C2CC(=NO)C2(C)C(C(C)OC(C)=O)CCC32)C1 (stereo not given)	2	-4	-7	7	-2	9	-10	-18	16	4	12
Fc1ccc(NC(=S)Nc2ccc(Cl)cc2)cc1	4	-1	1	4	0	11	12	-27	5	-1	-29
C[C@H](CO)N1C[C@H](C)[C@@H](CN(C)CC2CC2)Oc2c(NS(=O)(=O)c3ccccc3)cccc2C1=O	10	1	-4	-10	10	-1	-6	-4	10	-3	-13
FC(F)(F)c1cnc2c(-c3ccc(Cl)cc3Cl)noc2c1	-4	-2	7	5	4	11	0	11	8	-7	·
O=C(c1ccc([N+](=O)[O-])cc1)N1CCN(Cc2ccccc2)CC1	-5	-1	-2	-4	-3	12	16	9	2	-6	6

Eleven entries already listed, arranged by count of non-hydrogen atoms, descending:
SMILES	NR2F2 inh	Exocytosis inh	TLR9-MyD88 block	SRC1 inh	ABHD5-PLIN5 inh	SRC3 inh	NR5A2 inv ag	TWEAK Fn14 block	NCOA2 inhibitor	NOD2 RIPK2 PPI	TROY signal inh
C[C@H](CO)N1C[C@H](C)[C@@H](CN(C)CC2CC2)Oc2c(NS(=O)(=O)c3ccccc3)cccc2C1=O	10	1	-4	-10	10	-1	-6	-4	10	-3	-13
COc1ccc([C@@H]2CC=C(C(=O)O)[C@H](c3ccc(Cl)cc3)N2S(=O)(=O)c2ccccc2C)cc1	0	-1	-5	-8	1	-9	2	20	-12	-1	4
C=C[C@@H]1c2cc(C)ccc2N(S(=O)(=O)c2ccc(C)cc2)[C@H](c2ccccc2)C1(C#N)C#N	1	11	-1	-4	3	-6	18	32	-8	8	-4
COc1oc(C(=O)NC2CCCCC2)c(-c2ccc(Cl)cc2)c1S(=O)(=O)c1ccccc1	6	11	-6	-8	-4	-8	2	9	10	-5	-6
CC(=O)OC1CCC2(C)C(CCC3C2CC(=NO)C2(C)C(C(C)OC(C)=O)CCC32)C1 (stereo not given)	2	-4	-7	7	-2	9	-10	-18	16	4	12
CC(=O)C1C(c2cccc(Oc3ccccc3)c2)NC(=O)NC1(O)C(F)(F)F (stereo not given)	5	3	-2	6	-9	26	-6	2	-8	-2	12
O=C(c1ccc([N+](=O)[O-])cc1)N1CCN(Cc2ccccc2)CC1	-5	-1	-2	-4	-3	12	16	9	2	-6	6
CN(C)C(=O)CNc1ccn2nc(-c3cccc(Cl)c3)cc2n1	-8	1	·	-33	-6	-60	-65	21	-8	-2	-15
O=C(N/N=C/c1ccccc1Cl)c1n[nH]c2c1CCCC2	-38	-20	-14	-78	2	-56	-124	97*	-33	0	74*
C[C@@H]1CN(S(=O)C(C)(C)C)[C@@H](CCO)/C1=C\CCO (stereo not given in full)	-9	0	-1	-2	8	-32	-3	2	-32	-12	-17
Fc1ccc(NC(=S)Nc2ccc(Cl)cc2)cc1	4	-1	1	4	0	11	12	-27	5	-1	-29

(listing goes on)
SMILES	NR2F2 inh	Exocytosis inh	TLR9-MyD88 block	SRC1 inh	ABHD5-PLIN5 inh	SRC3 inh	NR5A2 inv ag	TWEAK Fn14 block	NCOA2 inhibitor	NOD2 RIPK2 PPI	TROY signal inh
Cc1c(CC(Cl)(Cl)Cl)c2c(n1O)CC(C)(C)CC2=O	10	0	14	10	2	4	2	-1	6	1	14
COc1ccc(C(=O)N2CC(=O)Nc3ccccc32)cc1S(=O)(=O)N1CCCC1	16	0	0	-6	1	5	3	-22	-49	7	-13
O=C(O)c1ccccc1-c1ccccc1C(=O)NCc1cccc(C(F)(F)F)c1	4	2	3	-12	2	1	-2	-8	3	0	-13
CN(C)c1ccc(C(=O)N=c2sccn2C)cc1[N+](=O)[O-]	-12	-2	0	-43	0	-19	-51	-32	-44	-5	-43
COC(=O)c1c(C)[nH]c(C(=O)COC(=O)CCNS(=O)(=O)c2cccc(C(F)(F)F)c2)c1C	-9	-4	8	8	1	3	16	19	-8	1	-1
Cc1ccc(C)c(S(=O)(=O)N2CCN(c3ncccn3)CC2)c1	10	9	-4	7	2	15	8	0	15	-8	-8
COc1ccccc1NC(=O)c1sc2nc3n(c(=O)c2c1C)CCC3	-7	-1	-2	-5	4	23	-2	-27	-35	-6	-15
